Bioassay records as filed in PubChem BioAssay.
MT1-MMP act inh: blocks activation of human MT1-MMP; GFP/RFP ratio change, % at 20 µM; HT1080 RFP-PRO-GFP cells, GFP/RFP ratio fluorescence, overnight; percent of plate control window, DMSO zero; hit rate 0.061% among 360,000;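 active = GFP/RFP ratio change of at least 30% with cell ATP level not reduced by more than half and red fluorescence within 50% of control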; note: strong numbers were not always called active
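Compound: 20 µM single dose, 1% DMSO / System: HT1080 RFP-PRO-GFP cells / Controls: DMSO and RFP-L50D-GFP cell wells / Read-out basis: GFP/RFP fluorescence ratio / Schedule: overnight compound exposure at 37 °C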
Neddyl block: inhibitors of human cullin neddylation. hit rate 0.58% among 360,000. TR-FRET cullin neddylation, biochemical. calls only at 25 µM. P61081+Q13564; in the data active = inhibition above about 36%
Rin1 Abl inh: blocks binding of human Rin1 to Abl | P00519+Q13671 | TR-FRET Rin1/Abl binding, biochemical | inhibition, % at 7.35 µM | hit rate 0.4% among 360,000; in the data active = inhibition above about 5%, passing the limit was not always enough
E coli Lon inh: E. coli protease La inhibition; P0A9M0; purified E. coli Lon protease, fluorescence polarization; inhibition, % at 7.94 µM; hit rate 0.42% among 360,000; AID 602123; in the data active = inhibition above about 13%, passing the limit was not always enough;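 note: 0% = enzyme with probe and DMSO and 100% = no enzyme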
FAS-TE inh: inhibitors of human fatty acid synthase thioesterase domain. hit rate 0.67% among 360,000. inhibition, % at 15 µM. AID 602261. recombinant FAS-TE, OMFH fluorogenic substrate, fluorescence endpoint. P49327;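 active = compounds whose normalised, plate-corrected inhibition of enzyme fluorescence in the single-dose primary screen is 50% or more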;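 note: 0% = DMSO with enzyme and 100% = substrate without enzyme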
CendR NRP1 mod: alters CendR peptide binding to human NRP-1. O14786. FAM-RPARPAR peptide binding to NRP-1, fluorescence polarization. inhibition, % at 25 µM. hit rate 0.85% among 360,000. AID 602438;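 active = inhibition or corrected inhibition above about 18%, plus a signal ratio from 0.5 to 1.5, limit read from the data, passing the limit was not always enough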; note: strong numbers were not always called active
SKN-1 block: blocks SKN-1 activity in C. elegans. AID 624304. hit rate 0.49% among 360,000. C. elegans VP596 Pgst-4::GFP/RFP ratio, acrylamide-induced, 24 h. inhibition, % at 21.8 µM;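 active = interference check ratio from 0.5 to 1.5 plus GFP to RFP signal ratio inhibition reaching or exceeding a fixed threshold, cut at about 30% in these data, passing the limit was not always enough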; note: some compounds called inactive have numbers as strong as hits
MsrA inhibitor: bovine MsrA inhibition; purified bovine MsrA, absorbance read-out; inhibition, % at 15.5 µM; hit rate 0.75% among 360,000; in the data active = inhibition above about 4.5%;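 note: 0% = vehicle wells with enzyme and 100% = reference inhibitor wells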
MsrA act: bovine methionine sulfoxide reductase A activation. purified bovine MsrA, absorbance read-out. activation, % at 10.6 µM. hit rate 0.3% among 360,000. AID 602163; in the data active = activation above about 7.5%;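 note: 0% = vehicle and 100% = reference activator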
An asterisk follows results filed as active; i = inactive; . = not tested or not shown; + = active, no number.

SMILES	MT1-MMP act inh	Neddyl block	Rin1 Abl inh	E coli Lon inh	FAS-TE inh	CendR NRP1 mod	SKN-1 block	MsrA inhibitor	MsrA act
Cc1ccc2c(Cl)c(C(=O)NCCc3ccccc3)sc2c1	-1	i	-10	2	17	0	7	0.4	-3
O=C(CN1C(=O)C2CC=CCC2C1=O)OCC(=O)c1ccc(Cl)c([N+](=O)[O-])c1 (configuration not stated)	-3	i	1	-8	0	-4	0	-1.2	-1
Cc1ccc(NC(=O)Nc2nnc(CSCCOc3ccc(Cl)cc3)s2)cc1	0	i	-1	5	-4	-12	7	0.7	-4
Cc1cc(=O)oc2cc(OCC(=O)OCC(=O)NC(=O)NC(C)C)ccc12	3	i	-2	-1	-6	3	-4	-0.4	-3
O=C(NCCN1CCOCC1)c1cccc(NS(=O)(=O)c2ccc(Br)cc2)c1	0	i	0	-6	-3	4	-3	-0.8	-4
Cc1ccc(N(C(C)C(=O)O)S(=O)(=O)c2cccnc2)cc1 (configuration not stated)	0	i	-2	-1	-6	4	2	-0.3	-3
Cc1ccc(S(=O)(=O)Nc2cccc(/C=C/C(=O)O)c2)cc1	-1	i	4	2	-8	-9	-3	0.9	-13
Cc1c(C(=O)N(Cc2cccs2)C2CCS(=O)(=O)C2)oc2ccccc12 (configuration not stated)	-4	i	-1	-7	4	1	22	0.4	1
O=C(O)CCCNC(=O)c1cncc(Br)c1	-1	i	-2	-2	-7	-5	19	-0.1	-3
Cc1ccsc1-c1n[nH]c(=S)n1C1CCCCC1	3	i	-5	0	-4	4	0	-1.0	0
Nc1nc(-c2cccc(F)c2)cs1	-3	i	-2	1	0	16	8	0.4	-1
O=S(=O)(c1ccc(C2CCCCC2)cc1)N1CCN(c2ncccn2)CC1	0	i	1	-3	24	-8	-7	1.6	-12
COC(=O)c1nc(NC(=O)c2ccc(Br)cc2)n[nH]1	5	i	2	-5	28	1	-4	0.7	-4
Cc1ccccc1S(=O)(=O)Cc1ccc(C(=O)NC2CCCC2)o1	-2	i	-3	-15	-2	-2	19	1.3	-1
Cn1nnnc1SCC(=O)c1c(N)n(C2CC2)c(=O)[nH]c1=O	0	i	-3	6	-7	-8	4	-0.1	-1
CC1CCC2C(=O)N(c3ccc(NC4CCN(Cc5ccccc5)CC4)c([N+](=O)[O-])c3)C(=O)C2C1 (configuration not stated)	17	i	-10	-9	27	-8	-7	-2.0	0

Single records (already shown):
COC(=O)c1nc(NC(=O)c2ccc(Br)cc2)n[nH]1 is listed with MT1-MMP act inh = 5; Neddyl block = i; Rin1 Abl inh = 2; E coli Lon inh = -5; FAS-TE inh = 28; CendR NRP1 mod = 1; SKN-1 block = -4; MsrA inhibitor = 0.7; MsrA act = -4
Cc1ccsc1-c1n[nH]c(=S)n1C1CCCCC1 is listed with MT1-MMP act inh = 3; Neddyl block = i; Rin1 Abl inh = -5; E coli Lon inh = 0; FAS-TE inh = -4; CendR NRP1 mod = 4; SKN-1 block = 0; MsrA inhibitor = -1.0; MsrA act = 0

Remaining list, next part
SMILES	MT1-MMP act inh	Neddyl block	Rin1 Abl inh	E coli Lon inh	FAS-TE inh	CendR NRP1 mod	SKN-1 block	MsrA inhibitor	MsrA act
CC1(C)NC(=S)NC1=S	-4	i	3	-8	-8	3	6	1.2	-5
C/C(N)=C(/C#N)C(=O)CSc1nnc(Nc2ccccc2)s1	-1	i	3	-5	0	-5	1	3.2	-6
CCc1ccc(N2CC(C(=O)NC3CCCCC3C)CC2=O)cc1 (configuration not stated)	0	i	3	-11	-6	-7	4	-0.7	-5
COc1ccc(NS(=O)(=O)c2cccc(C(=O)NNC(=O)c3ccc(Br)o3)c2)cc1	1	i	3	0	-4	6	-11	-0.5	-2
N#Cc1c(F)cccc1N1CCOCC1	2	+	2	2	-7	2	6	-0.2	1
COC(=O)CCCNC(=O)c1ccc(OS(=O)(=O)c2cc([N+](=O)[O-])ccc2C)cc1	2	i	-3	6	6	-12	16	-0.5	-3
NS(=O)(=O)c1ccc(CCNC(=O)CN2CCCCCC2)cc1	-2	i	4	6	-8	-1	5	1.0	-5
Cc1c(C(=O)O)cccc1-c1ccc(C=O)o1	1	i	1	-1	-6	7	2	5.0*	-6
C[C@@H]1C[C@@H]2OC(=O)[C@]3(C)[C@H]2[C@@H](OC3(C)O)[C@]2(C)C(=O)C=C[C@H]12 (some centres not stated)	2	i	2	6	-15	22	4	1.2	-3
CCOC(=O)c1c(C)[nH]c(C)c1S(=O)(=O)N(C)Cc1ccco1	4	i	1	-4	-3	16	-3	1.0	1
COc1ccc(-c2[nH]ncc2CN(C)CCc2c(C)n[nH]c2C)c(F)c1	-5	i	1	-9	-2	26*	-3	0.1	-12
CCN(CC(=O)Nc1ccccc1C(F)(F)F)C(=O)CN1C(=O)NC2(CCCC2)C1=O	7	i	-1	2	-1	5	-4	-0.4	-9
CN(CC(=O)Nc1c(Cl)cccc1Cl)C(=O)CNC(=O)c1ccco1	-1	i	1	-5	-1	3	-16	-0.1	-5
CCOC(=O)N1CCN(C(=O)c2cc3cc(Br)ccc3oc2=O)CC1	0	i	-2	1	-1	1	-9	-0.1	-3
COCCN=c1scc(-c2cccs2)n1/N=C(\C)c1ccco1	-3	i	5	-12	-3	-6	-10	-0.1	-15
CCN(CC)S(=O)(=O)c1cc(OC)c(Cl)cc1Cl	3	i	0	-4	4	7	11	0.3	-1
COc1cc(NC(=O)Cc2ccccc2)ccc1NC(=O)Cc1ccccc1	6	i	1	8	-10	-9	-1	-0.1	-8
CC(=O)C1=C(O)C(=O)N(Cc2ccccc2)C1c1ccc(Cl)cc1 (configuration not stated)	2	i	-3	3	-1	4	2	0.4	-4
COc1ccccc1C(=O)Nc1ccncc1	1	i	0	-3	-8	7	-4	0.6	-3
COc1cc(NC(=O)CSc2nc3ccccc3n2-c2ccccc2)c(C)cc1[N+](=O)[O-]	-1	+	-3	-1	18	-14	25	2.5	-2
CCOc1ccc(CCNC(=O)COC(=O)c2sccc2C)cc1OCC	-5	i	3	-4	-2	-2	25	1.5	-2
O=C(Cn1c(=O)c2cccn2c2ccccc21)NCCc1ccc(Cl)cc1	-2	i	2	-7	-7	15	1	0.6	-4
CCOC(=O)c1cn[nH]c1N	2	i	-3	-2	-8	14	-4	-1.7	-1
Cc1cccc(C)c1NC(=O)CN(C)C(=O)c1ccc(-c2cccc(C(F)(F)F)c2)o1	6	i	2	-13	7	6	2	-0.1	-5
COC(=O)c1cc(Cl)c(NC(=O)c2cc3ccccc3o2)cc1OC	2	i	-2	12	1	-6	-2	0.2	1
CNC(=O)CN1C(=O)CSc2ncccc21	-2	i	-1	-2	-2	2	-9	0.7	-6
NNC(=O)c1[nH]c2ccc(Br)cc2c1-c1ccccc1	-9	i	-1	3	5	12	13	-0.1	-2
CCOc1ccc(NC(=O)C2CCC(CNc3c(N4CCCCC4)c(=O)c3=O)CC2)cc1 (configuration not stated)	1	i	-2	-3	-2	-4	1	2.1	-3
CCC(C)c1ccc(NC(=S)NCc2ccccn2)cc1 (configuration not stated)	2	i	-2	0	3	-2	3	-0.7	2
CCOc1ccc(N(CC)S(=O)(=O)c2c(C)[nH]c(=O)[nH]c2=O)cc1	1	i	3	2	-4	-4	-7	-1.4	-1
CCCCN(C(=O)c1cc2ccccc2o1)c1c(N)n(CCCC)c(=O)[nH]c1=O	-7	i	2	-7	-2	-1	3	-1.5	-1
COc1cc([C@@H]2c3cc4c(cc3[C@@H](O)[C@H]3COC(=O)[C@H]23)OCO4)cc(OC)c1O[Si](C)(C)C(C)(C)C	-1	i	1	-5	31	-11	-3	-0.7	-3
O=C(CCNS(=O)(=O)c1ccc(Br)s1)NCc1ccc(F)cc1	4	i	2	-12	-2	15	6	1.5	-1
CC(C)C(NS(=O)(=O)c1cccc2nsnc12)C(=O)NCc1ccco1 (configuration not stated)	0	i	-5	-5	-2	1	3	-0.7	-1
COCc1cc(C)nc(SCC(=O)c2ccc(O)c(O)c2)c1C#N	-8	i	-1	-1	1	-59	11	1.0	-1
Cc1ccc(C(=O)NCC2CCCN2S(=O)(=O)c2ccc(C)cc2)cc1 (configuration not stated)	-5	i	0	-12	5	-9	-8	-0.6	-2
O=C(N/N=C/c1ccccc1O)C1SCCCS1	-1	.	1	3	-4	9	-10	0.9	-4
CCNc1c(N)c(=O)oc2ccccc12	4	i	-3	0	-2	-2	13	-0.5	-8
CCCCCC[N+](C)(C)CCSSCC[N+](C)(C)CCCCCC	-3	i	2	11	-8	12	-4	-1.2	-3
COCCn1c(=NC(=O)CSCC(=O)N2CCOCC2)sc2cc(C)ccc21	-1	i	5	-4	-9	24	-3	1.5	-3
COc1ccc(OCCN2CCN(S(=O)(=O)c3ccccc3C#N)CC2)cc1	-7	i	0	6	13	-5	8	-1.4	-3
CC(C)(C)c1ccc(CC(=O)N2CCC2(C)C(=O)NCCC#N)cc1 (configuration not stated)	1	i	-4	6	-6	13	9	0.1	-5
COc1ccc(SCC(O)Cn2c3ccccc3c3ccccc32)c(OC)c1 (configuration not stated)	7	i	.	-3	23	-5	4	-0.2	-1
COc1ccccc1NS(=O)(=O)c1cc(NC(=O)c2sccc2C)ccc1N1CCOCC1	-2	i	2	4	30	-12	4	3.5	-7
COCCCNC(=O)Cn1nnc(-c2ccc(NC(=O)c3ccc(F)cc3)cc2)n1	2	i	0	3	-1	2	24	0.2	1
COC(=O)c1ccc(CSc2nc3ccccc3c(=O)n2-c2ccccc2)o1	-2	i	3	7	19	-4	-2	-0.2	-4
CC(C(=O)c1ccc(-c2ccccc2)cc1)[n+]1cccc(Br)c1 (configuration not stated)	6	i	-1	2	-5	-6	12	0.5	0
CCOC(=O)C1=C(N)OC2=C(C(=O)CC(C)(C)C2)C1c1ccccc1OC (configuration not stated)	0	i	-1	-1	0	5	1	-0.7	-9
Cc1c(C(=O)Nn2cnnc2)oc2ccccc12	-7	i	-3	-9	-2	6	25	-0.5	-4
CCN(CC)S(=O)(=O)c1ccc(N2CCOCC2)c(NCC(=O)Nc2ccc(F)cc2)c1	3	i	0	3	18	12	-3	-0.6	-9
COc1ccc(S(=O)(=O)N2CCOCC2)cc1NC(=O)[C@@H]1CCCN1C(=O)c1cccs1	-4	i	1	-2	-2	-7	7	2.3	-2
COc1ccc(C)cc1NC(=O)CSc1nnc(-c2ccc(C)cc2)o1	6	i	4	-1	13	-4	-1	-0.6	-1
COC(=O)c1cc(-c2ccc3c(c2)OCO3)nc2ccccc12	-3	.	-2	5	11	15	-4	1.5	0
Cc1ccc(NC(=O)C/C(N)=N/O)cc1C	-2	i	-2	3	-7	-13	19	-0.2	0
CS(=O)(=O)Nn1cnc2ccccc2c1=O	6	i	-3	4	-7	-1	16	-0.1	-12
CCOC(=O)n1c(=O)[nH]c2ccc(Br)cc21	3	i	-1	9	-5	5	7	0.4	-3

Marked active in CendR NRP1 mod (from the list above):
compound	MT1-MMP act inh	Neddyl block	Rin1 Abl inh	E coli Lon inh	CendR NRP1 mod	SKN-1 block	MsrA inhibitor	MsrA act
COc1ccc(-c2[nH]ncc2CN(C)CCc2c(C)n[nH]c2C)c(F)c1	-5	i	1	-9	26*	-3	0.1	-12

New compounds follow.
SMILES	MT1-MMP act inh	Neddyl block	Rin1 Abl inh	E coli Lon inh	FAS-TE inh	CendR NRP1 mod	SKN-1 block	MsrA inhibitor	MsrA act
CNC(=O)c1ccc(-c2cc(C(F)(F)F)nn2C)s1	2	i	-2	8	-4	1	-3	0.8	-3
Cc1cccc(OCC(=O)NC(Cc2c[nH]c3ccccc23)C(=O)O)c1C (configuration not stated)	1	i	5	5	0	-14	4	1.9	-10
Cc1ccc(-c2cc(C(=O)N3CCc4ccccc4C3)no2)cc1	-4	i	0	5	29	3	6	0.1	-5
CN(C)S(=O)(=O)c1cccc(C(=O)OCC(=O)NC2CCCc3ccccc32)c1 (configuration not stated)	-1	i	2	-9	5	-30	4	-0.7	-3
CC(CS(=O)(=O)c1ccc2c(c1)NC(=O)CS2)C(=O)NCc1ccccc1Cl (configuration not stated)	-7	i	-1	-25	-1	-26	3	0.8	-5
C=C(C)COc1ccc2c(C)c(CCC(=O)NC3CC3)c(=O)oc2c1	2	.	1	-9	32	0	-3	3.0	-4
